WRN helicase inh – WRN helicase (human) inhibition; actives 0.46% (n = 360,000); WRN helicase unwinding, fluorescent forked duplex, kinetic; AID 651768; Potency, µM (series often up to 114 µM), without a hit: at the top dose activity change, negative = inhibition, actives largely listed as inhibitors; Q14191; note: potency is the fitted concentration of half-maximal effect; % is set by controls: 0 for no effect and ±100 for the full control effect; nearly all actives have a fitted effect of over 55% in size
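Primary qHTS, 1536-well format. 20 nM WRN + compound, 15 min RT; start with 100 nM forked fluorophore/quencher duplex, 2 mM ATP (final); kinetic read ex 525/em 598 nm.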
CCT chaperon mod – modulators of cytosolic chaperonin (CCT/TRiC) activity. purified chaperonin ATPase assay, HTRF ADP detection, 30 min. activity change, % (test concentration not listed), hits read low. actives 0.3% (n = 360,000); in the data active = activity change below about -30%; note: % is set by controls: 0 for no effect and ±100 for the full control effect
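Enzyme 40 or 20 nM (batch-dependent) in Tris pH 7.4/KCl/MgCl2/DTT; cpd 76 uM single point; ATP 10 uM; 30 min 37 °C; Transcreener ADP HTRF detection, 30 min RT; ratio 665/615.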
EPAC1 antag – antagonists of human EPAC1 | AID 720709 | Potency, µM (top dose mostly 115 µM), for the others: top-dose activity change, negative = inhibition, most hits filed as inhibitors | EPAC1 GEF assay, Rap1b-BODIPY-GDP exchange fluorescence | O95398 | actives 0.14% (n = 360,000);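 note: potency is the fitted concentration of half-maximal effect; plate controls were vehicle for no effect and positive control for full effect; nearly all actives have a fitted effect of over 50% in size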
PLK1 PBD block – blocks phosphopeptide binding to human PLK1 polo-box domain; actives 2.8% (n = 360,000); Plk1 PBD binding of FITC phosphopeptide, fluorescence polarization; P53350; Potency, µM, for the others: max response, negative = inhibition, hits mostly inhibitors; note: potency is the fitted concentration of half-maximal effect; series mostly up to about 57 µM; % is set by controls: 0 for no effect and ±100 for the full control effect; nearly all actives have a fitted effect of over 65% in size
PI5P4K alpha inh – blocks human PI5P4K alpha kinase activity; PI5P4Kalpha enzyme, ADP-Glo luminescence, 60 min; active compounds read low; max response, %; actives 1.2% (n = 330,000); AID 652105; active = max response of -50% or lower; inconclusive = between -30% and -50%; inactive = -30% or higher; note: value at the top dose of about 77 µM; % is set by controls: 0 for no effect and ±100 for the full control effect
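Compounds were pin-transferred onto PI5P4Kalpha and substrate in HEPES pH 7.4 buffer with EGTA, CHAPS and 5% DMSO. ATP (5 microM final) started the reaction, which ran 60 minutes at room temperature before ADP-Glo detection.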
EPAC1 agonist – EPAC1 (human) agonism | EPAC1 agonist qHTS, biochemical assay; response scale: 100% = response to 6.5 mM cAMP | Potency, µM (doses to about 154 µM), inactives show at the top dose activation, hits mostly activators | actives 0.073% (n = 360,000); note: potency is the fitted concentration of half-maximal effect; nearly all actives have a fitted effect of over 60% in size
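Normalized to 6.5 mM cAMP, activity reflects EPAC1-catalysed release of BODIPY-GDP from Rap1B, followed kinetically over 30 min at 480 nm excitation, 540 nm emission. Reaction contained 100 nM EPAC1, 250 nM Rap1B-BODIPY-GDP, 50 uM GDP.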
EPAC2 agonist – activates human EPAC2 exchange factor. Q8WZA2. EPAC2 activation, biochemical qHTS; response scale: 100% = 6.5 mM cAMP response. Potency, µM (titrated, usually from 154 µM), without a hit: at the highest dose activation, usual class: activators. actives 0.079% (n = 360,000). AID 720711; note: potency is the fitted concentration of half-maximal effect; nearly all actives have a fitted effect of over 50% in size
Target sequence (Q8WZA2 whole entry, looked up): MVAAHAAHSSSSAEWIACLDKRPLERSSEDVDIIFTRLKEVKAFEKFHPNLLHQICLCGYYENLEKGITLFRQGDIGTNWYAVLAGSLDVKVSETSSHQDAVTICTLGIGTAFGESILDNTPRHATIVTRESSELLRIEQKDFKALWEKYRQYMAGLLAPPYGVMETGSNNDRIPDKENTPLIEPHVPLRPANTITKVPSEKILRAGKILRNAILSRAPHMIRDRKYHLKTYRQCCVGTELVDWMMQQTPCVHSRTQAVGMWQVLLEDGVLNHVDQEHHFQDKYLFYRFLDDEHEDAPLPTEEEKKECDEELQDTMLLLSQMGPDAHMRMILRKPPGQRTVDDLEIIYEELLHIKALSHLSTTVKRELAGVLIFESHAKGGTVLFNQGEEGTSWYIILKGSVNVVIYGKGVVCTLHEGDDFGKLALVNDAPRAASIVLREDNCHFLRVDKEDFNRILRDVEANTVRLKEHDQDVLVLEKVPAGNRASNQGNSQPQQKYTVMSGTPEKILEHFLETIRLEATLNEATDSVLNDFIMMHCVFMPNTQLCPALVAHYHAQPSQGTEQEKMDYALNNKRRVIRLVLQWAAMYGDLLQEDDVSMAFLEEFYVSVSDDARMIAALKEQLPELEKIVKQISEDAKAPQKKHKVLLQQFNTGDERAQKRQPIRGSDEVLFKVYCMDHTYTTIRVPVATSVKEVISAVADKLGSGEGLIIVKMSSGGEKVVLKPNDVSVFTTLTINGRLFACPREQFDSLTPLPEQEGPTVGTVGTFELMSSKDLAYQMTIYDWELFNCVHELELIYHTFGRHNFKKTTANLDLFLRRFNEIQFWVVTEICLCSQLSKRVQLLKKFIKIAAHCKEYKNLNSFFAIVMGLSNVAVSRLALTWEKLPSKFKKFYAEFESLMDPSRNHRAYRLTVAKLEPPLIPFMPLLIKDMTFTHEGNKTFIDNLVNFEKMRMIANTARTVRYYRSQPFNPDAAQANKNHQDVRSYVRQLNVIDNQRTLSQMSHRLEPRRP
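Compounds were added across a concentration range to EPAC2 (100 nM), RAP1B-BODIPY-GDP (250 nM) and GDP (50 uM). After 5 min at room temperature, fluorescence was recorded at 5-min intervals for 30 min.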
IL-2 act – IL-2 activation. IL-2 activation reporter assay, cell-based qHTS; stimulated with anti-CD3/CD4/CD28 beads; in transgenic mouse T cells. activation, % (series mostly up to about 46 µM). actives 0.065% (n = 360,000). AID 652025; in the data active = activation above about 50%; inconclusive = mostly about 30% to 49%; note: 0% is about no effect
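EGFP and DsRed fluorescence is measured by plate cytometry in unstimulated transgenic mouse T cells exposed to compound for 60 minutes, then stimulated 18 hours at 37 degrees C with anti-CD3/anti-CD4 beads plus anti-CD28.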
Starred values were filed as active, the others as inactive; ? = inconclusive; . = not tested or not shown; [ ] = dose if it differs, or a comment. Unless noted, calls come from the whole dose curve; as a rule, active = well fitted curve in the direction sought with a large enough effect; inconclusive = small, poorly fitted or top-dose-only effect, or another doubt; inactive = no such curve, though single readings can be large; an effect the other way counts as inactive or inconclusive. Some of the compounds tested (hit frequency here may not be typical).

SMILES	WRN helicase inh	CCT chaperon mod	EPAC1 antag	PLK1 PBD block	PI5P4K alpha inh	EPAC1 agonist	EPAC2 agonist	IL-2 act
Cc1ccc(S(=O)(=O)CCC(=O)Nc2nnc(-c3ccco3)o2)cc1	-8%	-1.5	-10%	-5%	-5	3%	0%	0.7
O=C(O)c1ccc(Cn2c(=S)[nH]c3cc(Cl)ccc3c2=O)cc1	-3%	0.8	-13%	-28%	-6	-6%	-2%	3.2
CCN1CCN(CCn2c(=S)[nH]c3cc4c(cc3c2=O)OCO4)CC1	4%	2.4	7%	2%	0	-3%	-2%	1.5
COc1ccc(CNC(=O)C(Cc2ccccc2)n2cccc2)cc1 (stereo unspecified)	-2%	-2.2	15%	4%	2	-1%	2%	-1.4
COc1cccc(-c2csc3nc[nH]c(=O)c23)c1	-13%	-1.3	1%	-9%	1	5%	7%	0.7
N#Cc1ccccc1NC(=O)C1CCCO1 (stereo unspecified)	5%	-0.6	6%	-2%	0	-5%	9%	-0.6
Cn1c(S(=O)(=O)c2ccc([N+](=O)[O-])cc2)nc(Br)c1Br	0%	-3.3	1%	-4%	4	6%	18%	-0.1
CCOC(=O)c1c(N2C(=O)CC(Sc3ccccc3C(=O)O)C2=O)sc2c1CCCC2 (stereo unspecified)	-23%	-4.3	5%	0%	-12	3%	10%	-0.8
COc1ccccc1CNC(=O)CSc1ccc(-c2cccs2)nn1	-7%	2.1	-1%	-7%	-2	8%	-4%	0.1
O=C(CCc1nc(-c2ccccc2F)no1)NC1CCCCC1	-5%[57.1 µM]	-1.8	5%	-7%	.	-4%	10%	-2.7
O=C(CN1CCN(S(=O)(=O)c2ccc(F)cc2)CC1)Nc1ccc(F)cc1F	-7%	-0.9	-16%	-7%	2	-4%	7%	0.4
COc1ccc(Cn2c(C)c(C)c(C#N)c2NC(=O)Nc2ccc(Cl)cc2)cc1	-10%	0.9	8%	-5%	0	6%	6%	-1.6
O=C(Nc1ccc(N2CCOCC2)cc1)NC1CCCCC1	-7%	-1.6	-23%	-8%	.	5%	10%	3.3
CCOc1cc(C(=O)NCC2CCCO2)cc(OCC)c1OCC (stereo unspecified)	8%	1.0	-2%	-3%	.	2%	-9%	-0.8
O=C(O)CCCCCN=C1CCc2ccccc2N1	-1%	0.2	20%	-2%	.	-3%	2%	-0.7
Cc1ccc(NC(=O)Nc2ccc3oc(C)nc3c2)cc1	-2%	-2.4	-30%	-11%	0	10%	1%	3.4
O=C(Cn1cncc1-c1ccc([N+](=O)[O-])cc1)Nc1ccccc1F	?	-0.8	23%	-11%	0	12%	2%	0.1
Cc1c(NC(=S)NC(=O)c2cccc(Cl)c2)c(=O)n(-c2ccccc2)n1C	-2%	-0.5	2%	-4%	0	-2%	-1%	-0.2
CN(C)C(=O)CN1C(=O)c2cccc3cccc1c23	7%	0.3	1%	2%	-6	-7%	-6%	0.4
c1ccc2c3c([nH]c2c1)C(C1CCCCC1)N(Cc1ncc[nH]1)CC3 (stereo unspecified)	-11%	-4.3	11%	-8%	-7	-4%	6%	-2.3
COc1cc(/C=C2/C(=O)N=C(N)N2C)cc(OC)c1OC	1%	-9.2	-2%	3%	-2	-7%	-3%	1.1
CCC(=O)NC(=S)Nc1ccc(S(=O)(=O)NC2CCCCC2)cc1	1%	0.9	4%	2%	-2	6%	4%	-0.3
COc1cccc(C(=O)Nc2ccc(NC(=O)C3CC=CCC3C(=O)O)cc2)c1 (stereo unspecified)	-12%	-4.8	3%	-5%	0	-4%	0%	-0.8
c1ccc2c(c1)sc1nnnn12	2%	-1.8	13%	-5%	-6	-3%	-6%	0.6
CCOC(=O)C1(C)NC(c2cccs2)C2C(=O)N(c3ccccc3)C(=O)C21 (stereo unspecified)	-6%	0.0	-10%	3%	1	4%	10%	1.8
CN(N=Nc1cccc([N+](=O)[O-])c1)c1cccc([N+](=O)[O-])c1	6%	0.1	4%	-16%	1	0%	13%	-3.6
Cc1ccc(C)c(CN2CCCNC2=O)c1	-2%	-8.5	-11%	-12%	.	4%	9%	-1.2
CN(C)S(=O)(=O)c1ccc(NC(=O)c2ccc([N+](=O)[O-])cc2)cc1	1%	-1.7	-3%	-1%	-8	-6%	4%	0.5
CC(=O)C1=NOC2C(=O)N(c3ccc(Cl)cc3)C(=O)C12 (stereo unspecified)	0%	-1.6	10%	-5%	2	-6%	-2%	0.2
CCC(CC)c1nnc(NC(=O)CN2C(=O)c3ccccc3C2=O)s1	7%	2.4	5%	-18%	6	8%	6%	-0.8
CC(C)OC(=O)CC(=O)CSc1nc2c(c(-c3cccs3)c1C#N)CCC2	-11%	-1.8	-12%	-3%	-3	9%	14%	-2.0
COC(=O)c1ccccc1NC(=O)c1sc(Cl)nc1C	0%	-1.0	19%	3%	-4	-5%	4%	-2.3
C=C(c1ccc2nc(NC(=O)OC)[nH]c2c1)c1cccs1	-4%	-0.7	-9%	-2%	-2	-9%	-10%	-6.0
CCC(C)(C(=O)NC1CCCCC1)N(C(=O)C1CCC(=O)N1)c1ccccc1 (stereo unspecified)	2%	1.5	-3%	-6%	2	1%	5%	-1.7
CC(NC(=O)c1ccccc1)C(=O)N/N=C/c1ccc(O)cc1 (stereo unspecified)	-5%	-1.1	3%	-1%	1	-3%	4%	0.0
Cc1[nH]c2ccccc2c1Cc1n[nH]c(=S)n1C	3%[57.1 µM]	1.9	-5%	-10%	-9	6%	3%	-3.7
O=C(Cc1c(O)c2ccccc2[nH]c1=O)NC1CCCCCC1	4%	0.7	6%	-11%	-4	-1%	0%[15.6 µM]	0.0
O=C(COC(=O)c1nsc(Cl)c1Cl)NC1CCCCC1	-3%[57.1 µM]	-0.4	-10%	-3%	4	5%	0%	0.6
CNC(=O)C1Cc2c(-c3ccccc3Oc3ccccc3)ccnc2O1 (stereo unspecified)	2%	-0.7	-10%	-12%	-4	-2%	11%	2.3
O=C(CCCN1C(=O)/C(=C\c2cccc(Br)c2)SC1=S)Nc1cccnc1	-24%	1.6	-10%	-12%	12	13%	4%	-1.4
Cn1c(SCC(=O)Nc2ccccc2)nnc1-c1ccc2nonc2c1	13%	-2.6	5%	-3%	5	-3%	-4%	0.0
NC(=O)c1ccccc1OCC(=O)N1CCc2ccccc2C1	-23%	1.7	-9%	-4%	-11	-3%	1%	-3.4
CCOC(=O)C1=C(C)N(C)C(C)=C(C(=O)OCC)C1c1cccnc1	0%	-0.9	-1%	-1%	3	7%	-2%	-0.8
COCC1CCN(C(=O)c2cc(COc3ccc(-n4cncn4)cc3)on2)CC1	-1%	0.2	10%	-1%	1	-16%	-2%	-3.1
Cc1ccc(C)c(N=C2NC(=O)CS2)c1	6%	-1.1	2%	-7%	-3	-6%	5%	0.2
Cn1c(=O)c2c(ncn2CC(=O)N/N=C/C=C/c2ccccc2)n(C)c1=O	-2%	-1.9	1%	5%	-2	-7%	-14%	0.4
COc1cc(C2C(C(=O)C(C)(C)C)=C(O)C(=O)N2Cc2ccccc2)ccc1O (stereo unspecified)	-1%	2.6	-3%	-4%	4	15%	8%	0.2
N/C(=N\OC(=O)C(c1ccccc1)c1ccccc1)c1cccnc1	-12%	1.5	-2%	1%	.	18%	9%	-4.0

Laid out differently: entries from further up.
Screens in order: WRN helicase inh	CCT chaperon mod	EPAC1 antag	PLK1 PBD block	PI5P4K alpha inh	EPAC1 agonist	EPAC2 agonist	IL-2 act
Cn1c(=O)c2c(ncn2CC(=O)N/N=C/C=C/c2ccccc2)n(C)c1=O
    -2%	-1.9	1%	5%	-2	-7%	-14%	0.4
COCC1CCN(C(=O)c2cc(COc3ccc(-n4cncn4)cc3)on2)CC1
    -1%	0.2	10%	-1%	1	-16%	-2%	-3.1
CNC(=O)C1Cc2c(-c3ccccc3Oc3ccccc3)ccnc2O1 (stereo unspecified)
    2%	-0.7	-10%	-12%	-4	-2%	11%	2.3

Further compounds:
SMILES	WRN helicase inh	CCT chaperon mod	EPAC1 antag	PLK1 PBD block	PI5P4K alpha inh	EPAC1 agonist	EPAC2 agonist	IL-2 act
Cc1cccc(N(CC(=O)NCc2ccco2)S(=O)(=O)c2ccccc2)c1	7%	1.3	5%	2%	3	-3%	1%	-3.3
CCOC(=O)c1ccc(NC(=O)CCc2ccc(CC)o2)cc1	-3%	0.1	-10%	1%	.	11%	2%	-3.2
COc1ccc(S(=O)(=O)N(Cc2ccccc2)Cc2nc(-c3ccccc3)no2)cc1	-7%	-0.6	-3%	1%	1	6%	8%	-4.1
COc1ccc(-c2cc(C(=O)NNC(=O)c3csc(N4CCOCC4)n3)c3ccccc3n2)cc1OC	-13%	-0.5	-10%	1%	3	8%	7%	0.1
CC(C)C(=O)NC(=S)Nc1ccccc1C(F)(F)F	3%	-0.1	6%	-5%	2	-9%	1%	-1.6
O=C1[C@H](Cc2ccccc2)NCC=CC[C@H](c2ccc(Cl)cc2)N1Cc1ccccc1	2%	1.0	-25%	1%	6	-14%	9%	0.1
CCOc1cc(C(=O)OC(C(=O)NC(=O)NC)c2ccccc2)ccc1OCC(=O)N1CCOCC1 (stereo unspecified)	-8%	0.4	0%	-6%	-3	-2%	9%	0.0
CCCCN(C(=O)c1ccc(Cl)c([N+](=O)[O-])c1)c1c(N)n(CCC)c(=O)[nH]c1=O	3%	-15	-7%	3%	-3	-7%	2%	-0.2
O=C(CN(c1ccc(Br)cc1)S(=O)(=O)c1ccc(Cl)c([N+](=O)[O-])c1)NCCc1ccccc1	-3%	-4.0	0%	0%	1	10%	1%	0.8
Cc1cccc2c(N)c3c(nc12)CCCC3 (tested in a mixture with another compound)	13%	0.6	-9%	-9%	1	0%	11%	-0.7
OCCN1CCN(c2nc(-c3ccccc3)c3cc(Br)ccc3n2)CC1	-2%	-0.5	-7%	-3%	10	10%	1%	-0.6
Cn1c(=O)c2c(nc(Cl)n2CC(=O)NC2(C#N)CCCCC2)n(C)c1=O	2%	-3.6	-8%	-8%	3	-1%	14%	-2.4
COc1cccc(-n2cnnc2SC(C)C(=O)NC2CCCC2)c1 (stereo unspecified)	-10%	-1.4	3%	-7%	0	-2%	2%	0.9
O=S(=O)(c1ccc(Cl)c(NC(=S)Nc2ccccc2N2CCOCC2)c1)N1CCOCC1	-2%	1.0	0%	-10%	-4	9%	6%	-2.0
